# Vif inh: HIV Vif self-association inhibitors, primary screen, imaging, HEK293T, single point; inhibition, % at 7.49 µM; AID 602346, 2012; 340,000 tested, 0.35% active; HEK293T cells, Vif self-association by quenched fluorescence, 24 h; in the data active means inhibition above about 50%, passing the limit was not always enough; inconclusive means no clear call, values can overlap the other calls; inactive means below about 31%; further: some results filed as inactive read as strong as hits
# MC4R ag barr: MC4R agonists recruiting beta-arrestin, primary screen, cell-based, luminescence, agonist arm of biased-ligand search | AID 540308, 2011 | Melanocortin receptor 4 (Homo sapiens), P32245 | U2OS MC4R beta-arrestin complementation; percent of melanotan II response, DMSO zero | 360,000 tested, 0.98% active | activation, % at 8.9 µM;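 active means activation above a per-plate cutoff, the mean activation of sample wells on that plate plus 3 SD, cut at about 8% in these data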
# ABHD5-PLIN5 inh: ABHD5-PLIN5 interaction inhibitors, primary screen, cell lysate, split luciferase complementation, luminescence; Perilipin-5 (Homo sapiens) + 1-acylglycerol-3-phosphate O-acyltransferase ABHD5 (Homo …; Split G. princeps luciferase complementation, 4 h; inhibition, % at 4 µM; 360,000 tested, 0.78% active; AID 602281, 2012;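 active means inhibition above the mean inhibition across every tested compound plus 3 SD, cut at about 22% in these data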;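 further: 0% = DMSO only wells and the 100% control is not disclosed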
# Granule exo inh: LAMP-1 surface exposure blockers, TALL-104 cells – cell-based, flow cytometry, MLPCN library, primary screen. 360,000 tested, 0.66% active. inhibition, % at 10 µM. TALL-104 LAMP-1 surface exposure; cells stimulated with thapsigargin and PMA;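 active means inhibition above about 55%, limit read from the data; inconclusive means no clear call, values can overlap the other calls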
# NOD2-RIPK2 inh: NOD2-RIPK2 binding disruptors in cells, primary screen, fluorescence, CHO cells, BLA complementation; Receptor-interacting serine/threonine-protein kinase 2 (Homo sapiens), O43353; CCF4 ratio; inhibition, % at 4.98 µM; 360,000 tested, 0.38% active; AID 624267, 2012; in the data active means inhibition above about 21%;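 further: 0% = vehicle only and 100% = reference blocker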
# MC4R antagonist: MC4R antagonists of cAMP signaling, primary screen, cell-based, TR-FRET, antagonist arm of biased-ligand search. AID 540295, 2011. MC4R-expressing cells, MTII-stimulated cAMP, LANCE TR-FRET. Melanocortin receptor 4 (Homo sapiens), P32245. 360,000 tested, 0.48% active. inhibition, % at 6.5 µM;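 active means inhibition above its plate's cutoff, the mean of tested wells on that plate plus 3 SD, cut at about 29% in these data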;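 further: 0% = Melanotan II alone and 100% = Melanotan II plus saturating MCL0020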
#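 Assay system: U2OS cells stably expressing human melanocortin 4 receptor (MC4R) / Dosing: 6.5 µM / Timing: compound 30 min, challenge 1 h, detection 1 h / Measured by: Eu-cAMP/anti-cAMP TR-FRET, emission 671 nm / Replicates: singlicate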
# TLR9-MyD88 block: inhibitors of TLR9-MyD88 association in cells, primary screen, cell-based, CHO, BLA complementation, fluorescence; Toll-like receptor 9 (Homo sapiens) + Myeloid differentiation primary response protein …; CCF4 FRET ratio; inhibition, % at 4.98 µM; 340,000 tested, 0.21% active; AID 504734, 2011;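 active means inhibition above the mean over all tested compounds plus 3 SD, cut at about 21% in these data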;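 further: 0% = DMSO only wells and 100% = clavulanate BLA inhibitor control wells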
# Target sequence (Q99836 whole entry, looked up): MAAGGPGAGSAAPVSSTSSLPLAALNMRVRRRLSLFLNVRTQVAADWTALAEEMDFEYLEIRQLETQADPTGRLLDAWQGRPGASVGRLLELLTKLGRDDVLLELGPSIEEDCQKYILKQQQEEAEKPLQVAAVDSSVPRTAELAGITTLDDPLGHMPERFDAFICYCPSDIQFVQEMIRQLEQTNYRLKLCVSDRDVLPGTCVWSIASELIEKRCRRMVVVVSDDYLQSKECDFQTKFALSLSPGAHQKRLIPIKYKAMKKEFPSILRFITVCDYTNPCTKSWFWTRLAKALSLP
# Target sequence (Q9NR96 whole entry, looked up): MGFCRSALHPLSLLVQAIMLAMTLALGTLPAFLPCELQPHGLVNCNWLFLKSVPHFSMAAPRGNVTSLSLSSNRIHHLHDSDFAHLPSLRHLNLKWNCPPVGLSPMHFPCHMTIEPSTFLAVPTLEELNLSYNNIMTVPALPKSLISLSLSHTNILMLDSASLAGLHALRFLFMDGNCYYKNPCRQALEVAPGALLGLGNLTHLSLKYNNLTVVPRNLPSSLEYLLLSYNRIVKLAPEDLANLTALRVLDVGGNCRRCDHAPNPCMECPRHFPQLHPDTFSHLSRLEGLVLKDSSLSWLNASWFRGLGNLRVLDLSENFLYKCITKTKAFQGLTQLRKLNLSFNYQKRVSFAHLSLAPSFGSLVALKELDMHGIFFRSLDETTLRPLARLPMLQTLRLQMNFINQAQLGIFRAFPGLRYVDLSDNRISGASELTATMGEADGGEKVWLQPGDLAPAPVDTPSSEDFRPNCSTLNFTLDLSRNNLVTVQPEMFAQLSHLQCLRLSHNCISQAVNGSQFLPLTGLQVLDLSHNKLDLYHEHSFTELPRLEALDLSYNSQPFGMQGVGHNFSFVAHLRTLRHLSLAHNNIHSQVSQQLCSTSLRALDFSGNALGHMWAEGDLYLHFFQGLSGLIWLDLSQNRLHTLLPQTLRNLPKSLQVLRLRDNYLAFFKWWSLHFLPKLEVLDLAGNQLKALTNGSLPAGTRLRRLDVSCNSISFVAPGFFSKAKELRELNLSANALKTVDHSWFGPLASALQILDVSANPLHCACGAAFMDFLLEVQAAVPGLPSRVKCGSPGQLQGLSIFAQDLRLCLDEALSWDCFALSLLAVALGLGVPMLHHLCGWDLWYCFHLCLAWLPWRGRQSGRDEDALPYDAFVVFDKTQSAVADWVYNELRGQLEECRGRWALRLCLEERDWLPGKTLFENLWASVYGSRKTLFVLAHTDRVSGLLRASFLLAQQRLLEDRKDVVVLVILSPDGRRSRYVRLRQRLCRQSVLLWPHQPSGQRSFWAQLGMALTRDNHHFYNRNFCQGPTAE
# ABCB6 inh 2: ABCB6 transporter inhibitors, primary screen, K562-ABCB6 cells, flow cytometry, MLPCN library; 360,000 tested, 0.19% active; K562-ABCB6 porphyrin accumulation, 1 h; active compounds read low; ATP-binding cassette sub-family B member 6 (Homo sapiens), Q9NP58; fluorescence ratio to DMSO, % at 10 µM;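 active means fluorescence ratio to DMSO below 75%, the collection mean minus 3 SD; inconclusive means too few cells collected in the well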;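 further: signal is porphyrin accumulated inside mitochondria; 100% equals median channel fluorescence of DMSO control wells; lower ratio means ABCB6 inhibition with less porphyrin fluorescence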
# aDG glyco act: activators of alpha-DG glycosylation, primary screen, uHTS, Pro5-aDG cells, AlphaScreen. 360,000 tested, 0.22% active. alpha-DG glycosylation AlphaScreen (IIH6); 0% Pro5, 100% B10-LARGE cell signal. AID 624168, 2012. activation, % at 10 µM;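 active means activation of at least 8% versus controls, or a plate z-score of at least 8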;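 further: Pro5 are CHO cells carrying HIG-tagged alpha-DG that lacks glycosylation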
# Glyco luc inh: increase of ERlucT glycosylation luciferase signal, primary screen, N-linked glycosylation inhibitor project, D54 ERlucT cells, luminescence, set 2; D54 ERlucT glycosylation luciferase reporter, 24 h; percent of 100 nM tunicamycin response; reporter increase, % at 12.5 µM; 360,000 tested, 0.23% active; AID 588692, 2011;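 active means mean luciferase reporter signal, scaled so untreated is 0 and the glycosylation-blocking control 100, at or above a set limit in every replicate; inconclusive means mean reaches the limit but not every replicate does; inactive means mean below the limit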;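 further: luciferase carries N-glycosylation sites so blocking glycosylation raises the light; 0% = median of neutral control wells and 100% = median of 100 nM tunicamycin wells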
# * marks the source's active call; other numbers are inactive results; ? = inconclusive; . = no result given.
SMILES,Vif inh,MC4R ag barr,ABHD5-PLIN5 inh,Granule exo inh,NOD2-RIPK2 inh,MC4R antagonist,TLR9-MyD88 block,ABCB6 inh 2,aDG glyco act,Glyco luc inh
O=C(NCc1ccccc1)C(=O)NCC1COc2ccccc2O1 (stereo unspecified),16,0.5,2,0,-1,-12,-6,92,0.0,21
CCOC(=O)N1CCN(C(=O)C[C@@H]2C[C@@]3(C(=O)OC)CC(C)(C)CC=C3N(Cc3ccc4c(c3)OCO4)C2=O)CC1,.,.,3,5,3,.,.,.,0.2,.
Cc1cc(NC(=O)C2C3C(=O)N(Cc4ccc(Cl)cc4)C(C(=O)NC4CCCCC4)C34C=CC2(C)O4)no1 (stereo unspecified),9,0.7,3,0,-1,-2,-5,97,-0.4,-2
O=S(=O)(c1ccc2ccccc2c1)N1CCN(Cc2ccccn2)CC1,0,-1.2,-4,0,-3,0,10,100,-0.3,-2
CCOC(=O)Nc1ccc(=O)n(Cc2c(Cl)cccc2Cl)c1,-5,1.1,0,1,6,18,-5,102,-0.1,-1
Cc1ccc(CN(CC(=O)NCC2CCCO2)S(=O)(=O)c2ccc(C)cc2)cc1 (stereo unspecified),36,-1.2,13,10,-6,-2,1,95,0.2,1
CCN(CC)CCCNC(=O)c1nn(-c2ccccc2OC)c(=O)c2ccccc12,6,0.7,-6,2,3,13,-5,100,0.0,2
CC1Cc2ccccc2N1C(=O)COC(=O)c1ccc(Cl)nc1 (stereo unspecified),4,-1.2,2,-2,-4,-1,-6,105,-0.2,1
CC1CCN(S(=O)(=O)c2cn(CC(=O)Nc3cccc(C#N)c3)cn2)CC1,4,0.0,2,3,-11,14,-11,100,0.1,1
NC(=O)c1sc2cc(C(F)(F)F)cnc2c1-c1ccccc1,1,-0.8,-3,-6,2,1,3,90,-0.1,-1
Cc1ccccc1CNC(=O)c1ccccc1SCC(=O)NCc1ccco1,-8,-3.8,0,0,-2,15,-8,90,0.1,-1
O=C(NCc1ccco1)C(=S)N1CCCC1,-3,3.6,3,-2,-1,5,-4,97,0.1,0
FC(F)(F)c1cccc(N2CCN(CC3CC4C=CC3C4)CC2)c1 (stereo unspecified),0,2.8,-1,-1,-4,-3,-2,97,-0.1,-1
COc1ccc(C2=Nn3c(nnc3-c3cccnc3)SC2)cc1,20,-0.5,7,-5,6,-2,-4,93,-0.1,8
CC1CCCN(S(=O)(=O)c2ccc(NC(=O)[C@@H]3CCCN3C(=O)c3cccs3)cc2)C1 (stereo partly specified),0,-0.7,-11,-3,2,9,-2,96,-0.2,0
Cc1cc(NC(=O)CCC(=O)N(Cc2cccs2)C(C)(C)C(=O)NC2CCCCC2)no1,11,-1.2,-11,-5,-3,-3,-2,95,0.0,-2
COc1ccc(C2C(C(=O)NCc3ccccn3)CCC(=O)N2c2cc(OC)c(OC)c(OC)c2)cc1 (stereo unspecified),-5,1.9,-2,-4,-1,10,12,99,0.3,1
CC1(C(=O)Nc2ccc3c(c2)OCCO3)CN(S(C)(=O)=O)CC(=O)N1CC(F)(F)F (stereo unspecified),.,.,-3,5,-18,.,.,.,0.1,.
CCOc1ccc2oc(C(=O)N3CC(C)OC(C)C3)c(C)c2c1 (stereo unspecified),2,1.3,2,2,0,13,-4,105,0.5,0
Cc1cc2cc(CN(Cc3ccco3)C(=O)NCc3ccccc3)c(=O)[nH]c2cc1C,-13,0.7,3,-2,5,1,-2,94,0.0,-1
COC1OCC(O)C(OC(=O)c2ccccc2)C1OC(=O)c1ccccc1 (stereo unspecified),11,-2.3,-7,2,-11,-3,-9,96,0.2,-2
Cc1ccccc1OCC(=O)Nc1cc(Cl)ccc1Oc1ccccc1,-5,-0.7,5,-4,1,10,-25,103,-0.2,0
N=c1nc(-c2ccccc2)ccn1O,?,-0.4,2,2,-8,5,11,86,0.0,-1
O=C1NC[C@H](CCCCN2C[C@H](Cc3ccccc3)N(CCC3CCCCC3)C(=O)C2=O)N(CC2CCCCC2)C1=O,.,.,11,8,-17,.,.,96,0.0,.
c1cc2c3c(cccc3c1)NC(c1ccc3c(c1)OCO3)N2,5,-0.6,-1,17,-9,9,7,101,1.1,-2
Cc1nc(-c2ccc(F)cc2)c(CC(=O)N2CCN(S(=O)(=O)c3ccccc3Br)CC2)s1,1,-1.1,1,19,2,16,-1,98,-0.2,-1
COc1ccc(N=C2SC(C(=O)Nc3ccc(C(=O)O)cc3)CC(=O)N2Cc2cccs2)cc1 (stereo unspecified),-3,-0.9,-4,-8,-11,14,-3,99,-0.2,1
COc1cc(OC)c(C(=O)OCC(=O)NCCc2ccccc2)cc1OC,1,0.3,-4,5,6,10,-5,97,-0.1,3
CCN(c1ccccc1)c1nc(Cl)nc2c1cnn2C,?,-2.0,6,12,6,-3,3,97,0.3,-2
CCOC(=O)C1CN(C(=O)OCC)CC1=NNC(N)=O (stereo unspecified),.,0.6,-3,0,4,9,-3,101,0.3,0
CCc1ccc(Cc2cnc(NC(=O)C3=NCCN3)s2)cc1,-1,-2.8,5,3,-4,10,4,104,0.1,5
COC(OC)C1(CCc2ccccc2)NC(=O)NC1=O (stereo unspecified),-1,-0.7,-3,4,-4,-2,-1,96,-0.3,0
Cc1c(C(=O)NCc2ccc(Cl)c(Cl)c2)sc(=O)n1Cc1ccccc1F,2,2.7,-2,3,-3,1,.,100,0.0,-1
COc1ccc(C(=O)N2CCCC2(C)C(=O)O)cc1C(F)(F)F (stereo unspecified),14,0.2,-3,2,0,12,.,99,0.0,1
COc1ccc(N2C(C(C)=O)=NN(c3ccccc3)C2c2cccs2)cc1 (stereo unspecified),2,1.6,-14,-1,7,16,13,98,0.1,0
CCNC(=O)CN1C(=O)NC(CCc2ccccc2)C1=O (stereo unspecified),13,-0.7,9,0,-3,-4,3,89,1.1,0
CC1(C(=O)Nc2ccc3c(c2)OCCO3)CSCC(=O)N1CC(F)(F)F (stereo unspecified),.,.,1,-11,6,.,.,.,0.0,.
CC(C)OCCCn1c(=NC(=O)c2ccncc2)c(C#N)cc2c(=O)n3ccccc3nc21,.,0.0,1,0,0,10,-12,101,0.1,0
CCCC(=O)Nc1cccc(Oc2nc(C)cc(C)c2C#N)c1,-3,0.6,0,-1,-3,6,0,96,0.3,1
Cc1ccc(OC(C)C(=O)N2CCN(c3ccccn3)CC2)cc1 (stereo unspecified),37,-0.9,0,-2,0,4,6,106,0.1,1
CCC(CO)NCc1ccc(OCC(=O)Nc2cccc(C(F)(F)F)c2)c(OC)c1 (stereo unspecified),-2,-0.8,9,-3,1,1,0,93,3.5,-4
O=C1NC(=O)C(c2ccc(Cl)cc2)N1 (stereo unspecified),-3,1.1,-1,-3,6,8,-3,108,-0.2,2
CN(C)c1ccc(/C=C(\C#N)C(=O)OCC(=O)N(C)C2CCS(=O)(=O)C2)cc1 (stereo unspecified),2,-1.0,-9,11,-1,-10,-12,178,0.2,1
Cc1ccc(S(=O)(=O)Oc2ccccc2)cc1,-11,-0.2,1,-8,1,6,-3,100,0.3,-1
COc1ccc(S(=O)(=O)N(C)CC(=O)N2CCCC2)cc1Cl,.,-0.8,3,-1,2,-3,-8,99,-0.2,1
CCOC(=O)CSc1ccccn1,12,-2.7,0,10,-1,10,-4,99,0.4,2
Cc1cc(C)c(NC(=O)COC(=O)C2CCN(c3ccc(C(F)(F)F)cn3)CC2)c(Cl)c1,-14,-2.0,-2,4,3,-3,-2,83,1.1,3
COc1ccccc1OCc1ccc(C(=O)NCC2CCCO2)o1 (stereo unspecified),-6,-0.9,-2,-1,-7,0,12,80,0.0,1
O=C(NC1(C(F)(F)F)N=C2SCCN2C1=O)c1ccccc1F (stereo unspecified),-7,-0.6,-11,-2,-4,-9,.,109,0.1,3
CCc1nnc(NC(=O)C2CCN(S(=O)(=O)Cc3ccccc3)CC2)s1,12,2.4,-3,0,-1,1,-9,99,0.0,1
O=C(c1ccc([N+](=O)[O-])o1)N1CCc2ccccc2C1,-4,-2.5,5,0,0,9,-8,104,1.4,1
COc1ccc(Cn2c(O)c(C=Nc3ccccc3)c3ccccc3c2=O)cc1,4,1.0,2,-4,-6,13,-1,100,0.5,-4
O=C(COC(=O)c1ccc2ccccc2n1)Nc1ncc(C(F)(F)F)cc1Cl,-3,-0.8,-5,-2,-1,16,8,98,-0.3,0
O=C(COC(=O)CCS(=O)(=O)c1ccc(Cl)cc1)NCCc1ccccc1,3,-2.3,4,-4,-7,15,-3,98,0.0,2
CSC(=NC#N)N1CCN(C(=NC#N)SC)CC1,-2,-0.4,10,0,-3,-8,-3,102,-0.2,-1
CCC1Sc2ccc(S(=O)(=O)Nc3cc(OC)cc(OC)c3)cc2NC1=O (stereo unspecified),1,-3.6,-8,13,1,10,-13,94,0.0,-1
COc1ccccc1CNC(=O)c1cccc(C)c1[N+](=O)[O-],-7,0.2,6,-3,6,19,-11,93,-0.1,4
O=C(Nc1ccccc1)N(Cc1ccccc1)Cc1ccccc1,-13,2.4,-6,2,-14,10,-10,97,0.1,-3
O=C(O)C1=C(C(=O)O)C2C=CC1C2,21,-0.6,5,-14,-3,8,8,99,0.1,0
O=C(CN1C(=O)NC(Cc2ccccc2)C1=O)Nc1ccc(OC(F)F)cc1 (stereo unspecified),-1,-0.6,-8,2,-4,12,-4,114,-0.4,1
Cn1c(SCC(=O)N/N=C/C=C/c2ccccc2[N+](=O)[O-])nc2ccccc21,-17,-1.8,2,0,-1,2,-9,100,0.3,-4
O=C(CSCc1ccccc1Br)NNC(=S)NCc1ccco1,-7,-4.9,10,0,9,-2,-3,98,0.1,-1

# A portion of the library; the hit share may differ from the screen's.
